Bioassay records deposited in PubChem by National Center for Advancing Translational Sciences (NCATS).
HepG2 viability: kills HepG2 cells in TGF-b inhibitor counter-screen. HepG2 CAGA-GFP viability, ATP luminescence, 18 h. Potency, µM (highest dose often 46.1 µM), without a hit: at the top dose activity change, negative = cytotoxicity, most hits filed as cytotoxic. hit rate 0.76% among 410,000; further: potency means the concentration at half of the fitted maximal effect; some results filed as inactive show a strong effect at the top dose
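CellTiter-Glo luminescence gave cytotoxicity after 18 hours at 37 degrees C. The cells were HepG2 CAGA-GFP in 1% FBS DMEM, stimulated with 500 pg/mL TGF-beta after compound addition. %Activity was normalised to no-cell wells (complete cell-killing) and DMSO (no toxicity), and curves were fitted and classified.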
A549 viability: counter-screen for Nrf2 inhibitors: cytotoxicity in A549 cells; Potency, µM (highest dose often 46 µM), without a hit: at the top dose activity change, negative = cytotoxicity, usual class: inhibitors; A549 ARE-Fluc cells, CellTiter-Fluor viability, 18-24 h; hit rate 0.16% among 390,000; further: potency means the concentration at half of the fitted maximal effect; on the % scale 0 is the no-effect control and ±100 the full control effect
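A549 ARE_Fluc cells in 5% FBS OPTI-MEM were exposed to compounds in concentration-response for 18-24 h at 37 deg C. Viability was read by CellTiter-Fluor fluorescence (Ex 405/Em 525) after 30 min, before the luciferase read.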
Nrf2 block: inhibitors of Nrf2 signaling; A549 ARE-Fluc reporter, luciferase luminescence, 18-24 h; Potency, µM (top dose mostly 46 µM), without a hit: top-dose activity change, negative = inhibition, usual class: inhibitors; hit rate 2.1% among 360,000; AID 504444; further: potency means the concentration at half of the fitted maximal effect; on the % scale 0 is the no-effect control and ±100 the full control effect; nearly all actives have a fitted effect of over 60% in size
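A549 ARE_Fluc cells (5000/well, 5% FBS OPTI-MEM) pre-incubated 2 h, then treated with compounds 18-24 h at 37C/5% CO2 in concentration-response. CellTiter-Fluor viability read first; BugLite luciferase luminescence after 15 min at room temperature gives Nrf2 activity.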
Abeta rescue: compounds reversing amyloid beta toxicity in yeast. yeast expressing A-beta42, growth rescue, OD600, 48 h; response scale: 0% DMSO, 100% iron-clioquinol control. Potency, µM (series often up to 46.1 µM), without a hit: top-dose growth rescue, actives largely listed as activators. hit rate 0.063% among 410,000. AID 1347071; further: potency means the concentration at half of the fitted maximal effect; nearly all actives have a fitted effect of over 55% in size
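Yeast A-beta toxicity model in growth medium with pinned compounds, 48 h at 30 C; growth read as absorbance at 600 nm. Normalized to FeCl3/clioquinol equimolar mix (positive) and DMSO (negative).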
CCT modulator: changes cytosolic chaperonin activity | AID 651819 | activity change, % (concentration not given with the values), hits read low | purified chaperonin ATPase assay, HTRF ADP detection, 30 min | hit rate 0.3% among 360,000; in the data active means activity change below about -30%; further: on the % scale 0 is the no-effect control and ±100 the full control effect
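We incubate TRiC, 40 or 20 nM final, with library compounds at 76 uM and 10 uM ATP for 30 min at 37 °C. ADP formed is detected with Transcreener HTRF reagents after 30 min at room temperature.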
MmCpn inh: inhibitors of Methanococcus maripaludis chaperonin (MmCpn) | purified Mm-Cpn ATPase, ADP Transcreener TR-FRET | Potency, µM (titrated, usually from 76.9 µM), inactives show at the highest dose activity, negative = inhibition, usual class: inhibitors | hit rate 0.031% among 330,000 | AID 504842; further: potency means the concentration at half of the fitted maximal effect; on the % scale 0 is the no-effect control and ±100 the full control effect; nearly all actives have a fitted effect of over 80% in size
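Purified archaeal Mm-CPN (25nM final) preincubated 10 min at 37degC with compound, then 10uM ATP for 30 min at 37degC; ADP measured by HTRF Transcreener TR-FRET; buffer 30 mM TRIS pH 7.4, 100mM KCl, 5mM MgCl2, 1mM DTT.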
Nrf2 ARE act: activators of Nrf2 (ARE) signaling. AREc32 ARE-luciferase reporter (MCF7-derived line), luminescence, 24 h. Potency, µM (doses to about 46.1 µM), for the others: at the top dose activation, most hits filed as activators. hit rate 0.31% among 410,000; further: potency means the concentration at half of the fitted maximal effect; % of control where 0% means no effect; nearly all actives have a fitted effect of over 65% in size
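For detection, Steady-Glo was added and plates sat 30 min at RT; before that, AREc32_Fluc cells grown overnight in OPTI-MEM/5% FBS had been treated with 23 nL compound for 24 hr at 37 deg C.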
pAkt inh: inhibitors of Akt phosphorylation; Neuro2A IGF-stimulated pAkt S473 HTRF, 20 min; active compounds read low; activity change, % for hits at 50 µM; hit rate 0.32% among 360,000; AID 651550; in the data active means activity change below about -80%; inconclusive means mostly about -51% to -80%; further: on the % scale 0 is the no-effect control and ±100 the full control effect
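Neuro2A cells in DMEM with 0.5% FBS, overnight at 37 deg C, given compound at single 50 µM final, then IGF (6 nM final) for 20 min at 37 deg C. Lysed; phospho-Akt Ser473 by HTRF after 24 h, 665/615 ratio.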
TGFb inhibitor: inhibitors of TGF-b signaling; AID 588855; hit rate 1.2% among 410,000; Potency, µM (doses to about 46.1 µM), for inactives: at the highest dose activity, negative = inhibition, most hits filed as inhibitors; HepG2 CAGA-GFP TGF-b/SMAD3 reporter, GFP fluorescence, 18 h; TGF-beta stimulated, 500 pg/mL final; further: potency means the concentration at half of the fitted maximal effect; on the % scale 0 is the no-effect control and ±100 the full control effect; nearly all actives have a fitted effect of over 65% in size
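HEPG2 CAGA-GFP reporter cells (1000/well, DMEM with 1% FBS) received compounds, then recombinant TGF-beta at 500 pg/mL final for 18 hours at 37 degrees C. Per-cell GFP summed per well was normalised to unstimulated and stimulated DMSO controls before curve fitting.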
The depositor's hits bear a star; i = inactive; u = inconclusive; x = no result given; [ ] = remark or other dose. Unless noted, the call rests on the fitted dose curve; in most records, active means well fitted curve in the direction sought with a large enough effect; inconclusive means small, poorly fitted or top-dose-only effect, or another doubt; inactive means no such curve, though single readings can be large; an effect the other way counts as inactive or inconclusive. Compounds as they come (roughly 4.3% active in at least one column).

Compound	HepG2 viability	A549 viability	Nrf2 block	Abeta rescue	CCT modulator	MmCpn inh	Nrf2 ARE act	pAkt inh	TGFb inhibitor
Cc1cc(C)c2oc(-c3ccc(Cl)c(NC(=O)c4ccc(C#N)cc4F)c3)nc2c1	-4.6%	-0.4%	x	-1.6%[9.22 µM]	-22.2	-0.9%	14.9%	i	8.5%
COc1cccc(CNn2c(-c3cccc(C)c3)nc3ccccc3c2=O)c1O	-1.3%	0.0%[1.84 µM]	0.0%	-28.0%	-0.9	0.4%	0.5%	i	-23.5%
O=C(NC(=S)Nc1ccc(N2CCOCC2)cc1)c1cncc(Br)c1	-10.3%	-2.1%	6.7%	8.2%	-2.0	-2.4%	0.5%	i	-5.6%
Cc1cc(C)c(S(=O)(=O)Nc2ncn[nH]2)c(C)c1	-0.8%	-0.5%	-3.8%	8.5%	-1.9	0.3%	-0.9%	i	-28.2%
CN(C)c1ccnc(C(=O)O)c1	30.3%	-2.0%	-0.1%	3.7%	-0.2	-3.7%	-0.4%	i	2.3%
COC(=O)c1cc(C(=O)N2CCN(c3ncccn3)CC2)cc([N+](=O)[O-])c1	-4.1%	2.0%	-12.2%	-20.2%	-2.8	0.1%	0.1%	i	8.7%
CSCC[C@H](NC(=O)OC(C)(C)C)c1nnc(SCc2ccc(F)cc2)o1	-16.6%	-9.9%	25.9µM*	19.2%	-6.1	-0.1%	-0.1%	i	u
O=C(COC(=O)CNC(=O)c1ccccc1)Nc1ccc(S(=O)(=O)N2CCOCC2)cc1	6.1%	-3.4%	6.8%	7.2%	0.4	2.8%	0.1%	i	-1.0%
CC(/C=C/c1ccccc1)=N\NC(=O)Cn1cncn1	17.4%	-4.7%	-17.0%	10.5%	1.6	1.5%	-0.7%	i	-8.0%
O=C(Nc1ccc2c(c1)N(S(=O)(=O)c1cccs1)CCC2)c1c(F)cccc1F	-2.3%	0.4%	-11.5%	22.7%	-0.5	0.2%	0.2%	i	7.1%
O=c1oc2ccc3ccccc3c2cc1-c1nnc(Nc2ccc(Cl)cc2Cl)s1	0.8%	1.3%	12.8%	-5.4%	x	x	0.5%	x	0.5%
CCOc1ccccc1NC(=O)N1CCC(NC(=O)c2ccccc2C)CC1	-0.5%	-1.9%	7.1%	10.5%	-1.7	1.6%	0.2%	i	1.8%
O=C(Nc1ccccc1)c1nsnc1C(=O)Nc1ccccc1	-2.4%	1.1%	u	2.4%	1.0	0.2%	0.8%	i	-26.4%
CS(=O)(=O)Nc1ccc(C(=O)N2CCN(c3ccccc3)CC2)cc1	3.1%	3.8%	2.6%	0.4%	-0.1	-1.3%	-0.3%	i	-3.8%
COc1ccc(Cl)cc1-c1noc([C@@H]2O[C@H](CO)[C@@H](O)[C@H]2O)n1	-1.5%	x	x	-17.0%	-0.9	x	0.9%	i	-3.6%
Cc1ccc(C(=O)N/N=C\c2cccnc2)s1	-4.0%	0.2%	u	18.4%	0.0	-0.1%	0.7%	i	14.5%
CCOc1ccc(S(=O)(=O)NCCC(=O)N2CCCC(C)C2)cc1 (stereo unspecified)	-33.9%	-2.5%	-6.8%	7.7%	-3.1	-4.3%	-1.0%	i	17.6%
COc1ccc(CCNC(=O)CN(c2ccc(OC)cc2)S(C)(=O)=O)cc1	-1.2%	1.6%	1.7%	-7.8%	1.5	0.9%	-0.2%	i	-3.1%
COc1ccc(C(=O)NCc2ccc3c(c2)CCN3C(C)=O)cc1OC	-9.5%	2.3%	x	0.2%	x	x	0.2%	x	32.1%
Cc1cccc(C)c1-n1nnnc1C1(C)CCC(=O)N1CC(F)(F)F (stereo unspecified)	x	x	x	6.9%	1.0	x	0.3%	i	x
Cc1cc(Cl)ccc1NC(=S)NCC(O)c1ccccc1 (stereo unspecified)	-1.1%	23.6%	4.1%	13.0%	0.5	-0.5%	0.0%	i	7.2%
CCCCN(CC)CCCNC(=O)C1c2ccccc2C(=O)N(C)C1c1cn(C)c2ccccc12 (stereo unspecified)	-26.4%	1.1%	u	-20.8%	1.3	-0.7%	3.3%	i	0.6%
N#CN=c1snc(-c2ccccc2)n1-c1ccc(Cl)cc1	-3.0%	0.4%	14.9%	x	x	x	x	x	-0.2%
COCC(C)NS(=O)(=O)c1ccc(C(=O)NCCCn2ccc3ccccc32)cc1 (stereo unspecified)	2.8%	7.4%	-22.6%	7.0%	0.5	1.3%	0.3%	i	u
CCCCOCCCNC(=O)C[C@@H]1C[C@@]2(C(=O)OCC)CCC=C2N(Cc2ccco2)C1=O	x	x	x	-6.7%	0.2	x	0.1%	i	x
Cn1c(=O)c2c(nc(SCC(=O)c3ccc(F)cc3)n2C)n(C)c1=O	-14.8%	-5.1%	4.6%	5.1%	0.8	0.6%	0.7%	i	-12.9%
COc1ccc(CNC2CC(C)N(C)CC2C)cc1OC (stereo unspecified)	0.2%	-5.3%	2.4%	1.9%	-0.2	-1.5%	0.1%[9.22 µM]	i	-3.1%
NCC(=O)c1cccc2ccc[n+]([O-])c12	0.7%	-7.6%	u	1.8%	-1.2	-2.1%	u	i	-10.4%
O=C(Nc1cc(S(=O)(=O)N2CCCC2)ccc1Cl)c1ccncc1	-8.8%	-1.6%	-20.8%	-10.1%	-2.5	-0.8%	1.8%	i	20.0%
N=c1sccn1CC(=O)Nc1ccc([N+](=O)[O-])cc1Cl	-3.7%	-13.1%	-2.6%	1.6%	0.2	2.0%	-0.2%	i	0.4%
COc1ccc(NC(=O)c2cccc3cccnc23)cc1S(N)(=O)=O	-23.2%	-9.6%	-26.0%	2.3%	-1.5	-0.3%	3.5%	i	-1.7%
O=C(CCCCCN1C(=O)c2cccc3cccc(c23)C1=O)NCc1ccco1	3.6%	6.3%	-0.5%	16.4%	-1.1	-2.6%	2.3%	i	2.3%
O=C(CSc1nnc(-c2ccncc2)n1C1CC1)c1cccs1	23.2%	x	x	3.3%	-0.1	x	0.6%	i	-0.5%
C#CCN1C(=O)C(O)(CC(=O)c2ccc(OC)c(OC)c2)c2ccccc21 (stereo unspecified)	-5.8%	-5.8%	-19.2%	10.2%	-2.4	-1.2%[15.4 µM]	-0.4%	i	1.4%
Cc1ccc(/C=N/NC(=O)CC2N=C(Cc3ccccc3)NNC2=O)cc1 (stereo unspecified)	-2.1%	-4.5%	16.5%	8.6%	2.0	x	1.6%	i	-10.6%
O=C(Nc1nccs1)C1CCCCN1S(=O)(=O)c1ccccc1 (stereo unspecified)	-10.8%	-8.1%	-21.2%	1.9%	1.1	-2.6%	2.7%	i	-5.8%
CN1C2CCC1CC(NC(=O)CSCc1ccc(Cl)cc1Cl)C2 (stereo unspecified)	-12.1%	0.5%	-11.5%	-10.6%	0.9	-14.8%	0.0%	i	0.9%
NS(=O)(=O)c1ccc(NC(=O)COC(=O)COc2ccc(Cl)cc2)cc1	-1.5%	1.8%	-4.7%	-15.4%	3.7	-0.7%	0.8%	i	-8.8%
NCC12CC3CC(C1)CC(CN)(C3)C2	2.7%	-2.5%	11.3%	-13.7%	-0.6	0.7%	0.1%	i	-15.9%
O=C(c1ccc2c(=O)n(CCc3ccccc3)c(=O)[nH]c2c1)N1CCN(c2ccc(Cl)cc2)CC1	-19.6%	4.1%	u	-6.1%	x	x	0.8%	x	4.47µM*
O=C(NCCN1CCCCC1)Nc1cccc(F)c1	-2.1%	2.5%	-2.9%	1.7%	-1.5	-0.8%	0.3%	i	13.8%
CCCOc1ccc(C(=O)N2CCCC2C(=O)O)cc1 (stereo unspecified)	-4.6%	8.4%	-0.5%	13.7%	-1.5	-0.8%	0.4%	i	-0.4%
Cc1cc(OCC(=O)NC(C)C)ccc1Cl	-12.4%	1.2%	-6.2%	2.4%	-1.1	0.7%	-0.3%	i	-0.4%
COc1cc(C)ccc1OCCOCCOc1ccccc1Br	-30.3%	12.5%	-0.2%	3.7%	-2.2	0.3%	0.3%	i	-16.7%
Cc1nc(CNS(=O)(=O)c2ccc(Oc3ccccc3)cc2)cs1	-11.1%	2.2%	u	1.7%	-4.9	-2.0%	0.0%	i	-24.4%
CCOC(=O)C(C)Sc1ncnc2c1c(-c1ccccc1)cn2-c1ccc(OC)cc1 (stereo unspecified)	-4.5%	-0.3%	-27.3%	5.0%	-0.3	-3.4%	-0.2%	i	-18.9%
Cc1ccc(S(=O)(=O)NC2c3cccc4cccc(c34)C2Sc2nc(C)cc(C)n2)cc1 (stereo unspecified)	7.0%	-9.3%	-6.9%	1.4%	-0.2	-2.5%	5.0%	i	-0.3%
